HIF-2a block: HIF-2a inhibition; 786-0 RCC cells HIF-2a reporter, luciferase luminescence, overnight; inhibition, % at 18.8 µM; 0.72% of 360,000 active;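 active = inhibition of the luminescence signal of 40% or more relative to plate controls, in a single-dose primary screen at 18.75 µM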
Vif imaging: blocks HIV Vif function | 0.35% of 340,000 active | AID 602346 | HEK293T cells, Vif self-association by quenched fluorescence, imaging, 24 h | inhibition, % at 7.49 µM; in the data active = inhibition above about 50%, passing the limit was not always enough; note: some results filed as inactive read as strong as hits
aDG glyco act: alpha-DG glycosylation activation. Pro5-aDG cells, alpha-DG glycosylation AlphaScreen (IIH6); 0% Pro5, 100% B10-LARGE cell signal. activation, % at 10 µM. 0.22% of 360,000 active;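 active = activation of at least 8% versus controls, or a plate z-score of at least 8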;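 note: Pro5 are CHO cells carrying HIG-tagged alpha-DG that lacks glycosylation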
PDI inh: blocks human protein disulfide isomerase activity; P07237; inhibition, % at 10 µM; AID 588391; PDI insulin aggregation turbidity, A650, 90 min; 0.052% of 350,000 active;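 active = mean inhibition across replicates of 30% or more, whatever share of single replicates reach that level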;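 note: absorbance from insulin aggregation driven by PDI reduction with DTT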
Target sequence (P07237 whole entry, looked up): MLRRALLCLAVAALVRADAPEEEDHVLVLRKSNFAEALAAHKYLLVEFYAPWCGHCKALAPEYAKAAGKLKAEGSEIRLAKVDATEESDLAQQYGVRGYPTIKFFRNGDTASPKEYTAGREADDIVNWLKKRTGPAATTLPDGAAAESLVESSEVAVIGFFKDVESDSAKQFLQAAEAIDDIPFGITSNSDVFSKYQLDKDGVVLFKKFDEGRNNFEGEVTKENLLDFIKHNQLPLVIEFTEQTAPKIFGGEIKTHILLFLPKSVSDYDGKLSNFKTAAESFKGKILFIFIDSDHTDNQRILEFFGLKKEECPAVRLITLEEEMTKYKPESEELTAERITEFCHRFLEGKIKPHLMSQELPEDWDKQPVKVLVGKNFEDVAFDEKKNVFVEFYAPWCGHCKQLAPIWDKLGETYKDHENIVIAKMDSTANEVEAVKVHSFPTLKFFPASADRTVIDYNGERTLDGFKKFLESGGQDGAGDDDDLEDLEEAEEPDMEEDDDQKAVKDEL
Peg3 prom inh: Peg3 promoter activity inhibition. 1.7% of 360,000 active. inhibition, % at 20 µM. HeLa PEG-Prom luciferase reporter, luminescence, overnight;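 active = inhibition of at least 50% at 20 µM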
MITF TRPM1 inh: reduces MITF-dependent TRPM1 promoter luciferase signal; 0.83% of 330,000 active; inhibition, % at 12.5 µM; SK-MEL-5 TRPM1 promoter luciferase, 24 h; AID 488899;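 active = mean inhibition across replicates of 60% or more, whatever share of single replicates reaches that level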; note: values of inactives mirror those of a sister screen read the other way
NR2E3 ag-1: agonists of human nuclear receptor NR2E3. Q9Y5X4. GST-NR2E3/biotin-RetCOR TR-FRET, 1536-well. inhibition of corepressor binding, % at 4.78 µM. 0.12% of 320,000 active. AID 2300;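 active = percent inhibition above the cutoff of mean plus 3 SD of all tested compounds, set per screening campaign, cut at about 20% in these data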;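 note: 0% = DMSO wells and 100% = biotin wells as full block of FRET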
Target sequence (Q9Y5X4 whole entry, looked up): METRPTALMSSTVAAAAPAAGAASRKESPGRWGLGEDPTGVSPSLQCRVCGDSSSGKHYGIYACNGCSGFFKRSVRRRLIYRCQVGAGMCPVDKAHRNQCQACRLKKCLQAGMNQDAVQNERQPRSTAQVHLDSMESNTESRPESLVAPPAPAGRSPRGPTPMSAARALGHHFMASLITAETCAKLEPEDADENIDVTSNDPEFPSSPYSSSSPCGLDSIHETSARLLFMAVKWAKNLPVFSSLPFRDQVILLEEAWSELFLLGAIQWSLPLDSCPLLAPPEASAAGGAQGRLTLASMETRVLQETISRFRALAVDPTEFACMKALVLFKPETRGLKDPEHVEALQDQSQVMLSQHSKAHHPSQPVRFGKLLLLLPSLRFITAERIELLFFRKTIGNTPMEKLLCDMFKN
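system = GST-tagged NR2E3 plus biotinylated RetCOR corepressor | input = 1.35 nM GST-NR2E3 | also added = 7 nM biotin-RetCOR | schedule = 5 h incubation at 4 °C | measured by = TR-FRET with europium anti-GST and streptavidin-D2, 340 nm excitation | read-out = percent loss of FRET ratio relative to control wells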
Exocytosis inh: blocks lytic granule exocytosis. TALL-104 LAMP-1 surface exposure, flow cytometry; cells stimulated with thapsigargin and PMA. inhibition, % at 10 µM. 0.66% of 360,000 active. AID 651702;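 active = inhibition above about 55%, limit read from the data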
hiPSC survival: increases survival of single human iPS cells; survival enhancement, % at 20 µM; 0.044% of 360,000 active; hiPSC single-cell survival, ATPlite luminescence; 100% = ROCK inhibitor wells, 0% = DMSO; in the data active = survival enhancement above about 18%;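 note: cells exposed to compounds for 16 hours before the ATP read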
CaV13 FRET inh: Primary screen for inhibitors of IQ motif and Ca2+-dependent inactivation inhibitor domain binding in CACNA1D, Förster resonance energy transfer in living cells, …; HEK cells, CFP/YFP FRET ICDI-IQ, plate reader, 10 min; percent FRET-ratio fall versus neutral wells; inhibition, % at 12.3 µM; 0.098% of 340,000 active;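 active = mean replicate inhibition of at least 30% and at least 1% of replicates passing that level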;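 note: 0% = median of the neutral control wells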
NR2E3 ag-2: agonists of human NR2E3 nuclear receptor | Q9Y5X4 | CHO-S Gal4-NCOR/VP16-NR2E3 two-hybrid, luciferase | inhibition of corepressor binding, % at 3.98 µM | 0.35% of 360,000 active | AID 602229;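 active = inhibition above the mean of all tested compounds plus 3 SD, cut at about 70% in these data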;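 note: 0% = DMSO with NR2E3 transfected cells and 100% = cells lacking NR2E3 construct; higher means lower luciferase signal from less NR2E3 corepressor binding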
* marks the source's active call; other numbers are inactive results; · = not tested or not shown. Not a hit list; overall some 3.5% were active at least once.

Below each SMILES – HIF-2a block	Vif imaging	aDG glyco act	PDI inh	Peg3 prom inh	MITF TRPM1 inh	NR2E3 ag-1	Exocytosis inh	hiPSC survival	CaV13 FRET inh	NR2E3 ag-2
#1 COc1ccc([N+](=O)[O-])cc1C(=O)NCCOc1ccc(Cl)cc1
 : -70	-3	0.2	3	-30	-14	2	-2	0.7	-2	-17
#2 CCCCOc1ccc(CSC2=NCCN2)cc1[N+](=O)[O-]
 : -45	-10	-0.2	13	-39	6	0	28	0.7	-5	-56
#3 CCCc1nc2oc3c(NCCCN(C)C)ncnc3c2c2c1CCCC2
 : 17	-1	1.5	-7	92*	78*	2	39	-0.8	-6	39
#4 Cc1cccc(Cc2nc3ccccc3[nH]2)c1
 : -20	-3	0.1	11	-5	-13	·	-4	0.2	-5	-31
#5 COC(=O)[C@@H](NS(=O)(=O)c1cc(Br)ccc1Br)C(C)C
 : 11	-2	0.0	6	-9	·	·	6	-1.5	-7	-9
#6 CCOC(=O)c1cnn(CCOC(=O)c2ccccc2)c1NC(=O)c1ccccc1
 : -4	2	0.2	-5	7	-2	-4	-2	3.5	-4	-11
#7 O=C(CSCCOc1ccccc1)NCc1ccncc1
 : 13	-1	0.4	6	10	-1	0	1	0.0	-4	28
#8 CCOC(=O)N1CCN(C(=O)CSCc2ccccc2)CC1
 : -174	10	0.1	-9	-134	-19	-2	4	-1.5	-2	-78
#9 CCOc1ccccc1CN1CCN(Cc2ccc3cc(F)ccc3n2)CC1CCO (stereo unspecified)
 : 7	-4	-0.1	-1	4	20	·	42	-0.4	-21	5
#10 O=C(NCCN1CCOCC1)c1ccc(=O)n(Cc2ccc(Cl)cc2)c1
 : 9	18	0.2	8	13	1	3	-5	-1.5	-6	-11
#11 O=C(CSc1ncn(-c2ccccc2)n1)Nc1nc(-c2ccccc2)cs1
 : -111	0	0.5	7	-66	-4	0	-1	-0.5	-4	-24
#12 Cc1ccc(NC(=O)CSc2n[nH]c(C)c2[N+](=O)[O-])cc1
 : -5	-3	-0.2	-1	-5	5	0	1	2.2	-2	24
#13 COc1cc(C(=O)NCC2CCCO2)ccc1OCc1c(C)noc1C (stereo unspecified)
 : 4	13	-0.4	5	-11	0	2	1	-1.4	-5	-16
#14 NC(=O)c1ccc(Cn2c(C(=O)c3ccc(Cl)cc3)c3ccccc3[n+]2[O-])cc1
 : -9	11	-0.1	-4	-27	8	2	6	6.4	-5	-40
#15 COC(=O)CSc1nnc(-c2ccccc2OC)o1
 : 9	18	0.2	19	14	9	3	4	-1.5	-8	-5
#16 Cc1ccc(C)c(-n2nnnc2Sc2nnnn2-c2ccccc2)c1
 : 29	8	2.3	2	96*	21	4	5	-2.3	-5	-6
#17 CCOc1cc(NC(=O)C2CCCCC2)c(OCC)cc1NC(=O)c1ccccn1
 : 8	-11	-0.2	-1	-9	2	3	0	3.6	0	-22
#18 Fc1ccc(C2N(c3ccccc3)C(=S)N3CCCN23)cc1 (stereo unspecified)
 : 24	-3	0.1	-1	8	3	2	-3	0.2	5	4
#19 CCOC(=O)N1CCN(CC(=O)N2CCC(C(N)=O)CC2)CC1
 : 13	-1	-0.2	6	5	5	1	-3	0.3	-18	-15
#20 COc1ccc(-n2nc3c(c2NC(=O)COc2cccc(OC)c2)CS(=O)(=O)C3)cc1
 : 10	4	-0.3	8	5	-1	1	0	-0.7	-2	-19
#21 Cc1ccc(-n2nnnc2SCC(=O)NNC(=O)c2ccco2)c(C)c1
 : 0	0	0.3	-1	11	11	2	0	0.8	-10	-3
#22 NC(=O)c1nsc(C(=O)N(c2ccccc2F)C(C(=O)NCc2ccccc2)c2ccc(O)cc2)c1N (stereo unspecified)
 : 32	21	0.6	10	75*	-1	-2	39	0.6	-7	32
#23 O=C(Nc1cc(Sc2ccccn2)cc([N+](=O)[O-])c1)c1ccc(Cl)cc1
 : -120	3	0.7	-3	-40	-6	2	7	-2.6	-3	-8
#24 Cc1ccc(NC(=O)c2ccccc2-c2ccccc2C(=O)O)cc1C
 : 10	17	0.0	-2	-9	-16	2	-3	3.3	8	-29
#25 Cn1c(=O)c2c([nH]c(=O)n2C)n(C)c1=O
 : 21	-7	-0.2	-2	-10	11	1	-2	2.6	-3	-9
#26 Cc1cc(S(=O)(=O)N2CCN(c3c(C)cccc3C)CC2)ccc1F
 : 32	-20	-0.3	1	12	-4	1	2	-3.0	-2	-17
#27 CCOC(=O)c1sc(-c2ccccc2)cc1NC(=O)Nc1ccc([N+](=O)[O-])cc1
 : 6	-5	-0.4	-7	7	10	-1	4	-2.4	-3	-2
#28 CC1Nc2ncnc(N3CCN(c4ccccc4)CC3)c2N(Cc2ccccc2)C1=O (stereo unspecified)
 : 23	-5	0.1	8	9	9	2	-5	-0.5	-9	20
#29 COc1cc(C(=O)Nc2sc3c(c2C(=O)O)CCC3)cc(OC)c1OC
 : 6	11	0.0	-5	6	7	0	9	-0.1	-4	-21
#30 Cc1ccc(-n2ncc3c2CCCC3NC(=O)CCn2ccnc2C)cc1C (stereo unspecified)
 : 5	-17	0.0	3	16	12	-3	6	0.7	-2	2

Entries shown so far with fluorine, in the order listed:
Below each SMILES – HIF-2a block	Vif imaging	aDG glyco act	PDI inh	Peg3 prom inh	MITF TRPM1 inh	NR2E3 ag-1	Exocytosis inh	hiPSC survival	CaV13 FRET inh	NR2E3 ag-2
#9 CCOc1ccccc1CN1CCN(Cc2ccc3cc(F)ccc3n2)CC1CCO (stereo unspecified)
 : 7	-4	-0.1	-1	4	20	·	42	-0.4	-21	5
#18 Fc1ccc(C2N(c3ccccc3)C(=S)N3CCCN23)cc1 (stereo unspecified)
 : 24	-3	0.1	-1	8	3	2	-3	0.2	5	4
#22 NC(=O)c1nsc(C(=O)N(c2ccccc2F)C(C(=O)NCc2ccccc2)c2ccc(O)cc2)c1N (stereo unspecified)
 : 32	21	0.6	10	75*	-1	-2	39	0.6	-7	32
#26 Cc1cc(S(=O)(=O)N2CCN(c3c(C)cccc3C)CC2)ccc1F
 : 32	-20	-0.3	1	12	-4	1	2	-3.0	-2	-17

Remaining list, next part.
Below each SMILES – HIF-2a block	Vif imaging	aDG glyco act	PDI inh	Peg3 prom inh	MITF TRPM1 inh	NR2E3 ag-1	Exocytosis inh	hiPSC survival	CaV13 FRET inh	NR2E3 ag-2
#31 CC(C)Cc1ccc(C(C)C(=O)OCC(=O)c2c[nH]c3ccccc23)cc1 (stereo unspecified)
 : 8	·	0.1	2	7	4	-4	2	-1.1	·	-16
#32 CCn1cc(C(=O)NCCCO)c(=O)c2cc(F)c(N3CCN(C)CC3)cc21
 : -7	0	-0.2	-9	-3	-4	-1	-12	1.2	-4	-15
#33 Cc1cc(NC(=O)CSc2nc3cc(C)c(C)cc3cc2C)no1
 : -1	-10	0.0	-2	11	-6	0	6	-0.2	-3	-4
#34 CC(=O)c1ccc(-c2cnc3c(NC=O)cc(-c4cccc(C(=O)N(C)C)c4)cn23)cc1
 : 16	·	0.1	16	40	·	·	-5	-2.8	-6	17
#35 CC1CCN(C(=O)c2ncn(C)c2C(=O)N2CCC(C)CC2)CC1
 : 4	-2	0.0	-2	22	-14	·	-2	-1.2	-6	-19
#36 COc1cccc(-c2nc(CS(=O)CC(=O)NCc3ccccc3)c(C)o2)c1 (stereo unspecified)
 : 16	-12	-0.1	·	1	-9	1	0	-0.3	0	-41
#37 N#C/C(=C\c1c(Oc2ccc(Cl)cc2)nc2ccccn2c1=O)C(=O)NC1CCS(=O)(=O)C1 (stereo unspecified)
 : 2	8	0.0	5	3	16	-3	39	-0.3	0	-21
#38 COc1ccc(CNCCS(=O)(=O)NN2CCOCC2)cc1
 : 14	-3	5.5	-8	-17	-8	·	1	6.2	-4	20
#39 CC(CC(=O)Nc1ccc(S(=O)(=O)Nc2ncccn2)cc1)c1ccccc1 (stereo unspecified)
 : 9	48	-0.2	-1	0	-5	-2	-13	-0.2	-4	-39
#40 CCOC(=O)c1cnc(-n2nc(C)cc2C)nc1NCc1ccccc1
 : -2	-8	4.8	-16	-9	8	4	7	2.5	-6	94*
#41 CCOc1cc(N2CCOCC2)c(OCC)cc1NC(=O)c1ccc(F)c(S(=O)(=O)N2CCOCC2)c1
 : 6	12	-0.2	1	1	1	·	3	0.2	·	14
#42 Cn1c(NCc2ccc3occc3c2)nc2cc(-c3ccc(F)cc3)sc2c1=O
 : -166	-4	0.0	-16	-110	·	·	10	-0.6	-2	-12
#43 O=C(Nc1ccc(Cl)cn1)c1cc2ccccc2o1
 : -51	-2	-0.3	15	-144	-16	3	-1	-3.9	·	-104
#44 COc1cc(/C=C/CN2CCN(Cc3ccc(C)o3)C(CCO)C2)ccc1O (stereo unspecified)
 : 11	-5	0.2	3	3	-11	1	-2	-3.4	1	7
#45 CC(C)OC(=O)/C(=C\C=C\c1ccccc1)NC(=O)c1ccccc1
 : 14	-1	-0.1	-5	7	-4	2	-4	3.8	·	2
#46 O=C(O)C1CCCN1S(=O)(=O)c1cc(Cl)ccc1Cl (stereo unspecified)
 : 17	20	-0.2	-2	2	5	5	1	2.9	-9	1
#47 COc1cc(/C=N/NC(=O)c2ccc(CSc3nncn3C)cc2)cc(OC)c1O
 : 19	-9	0.7	-5	-2	7	-2	-4	1.0	-5	3

Given as tab-separated lines: part of the list above.
No.	mol	HIF-2a block	Vif imaging	aDG glyco act	PDI inh	Peg3 prom inh	MITF TRPM1 inh	NR2E3 ag-1	Exocytosis inh	hiPSC survival	CaV13 FRET inh	NR2E3 ag-2
39	CC(CC(=O)Nc1ccc(S(=O)(=O)Nc2ncccn2)cc1)c1ccccc1 (stereo unspecified)	9	48	-0.2	-1	0	-5	-2	-13	-0.2	-4	-39
34	CC(=O)c1ccc(-c2cnc3c(NC=O)cc(-c4cccc(C(=O)N(C)C)c4)cn23)cc1	16	·	0.1	16	40	·	·	-5	-2.8	-6	17
38	COc1ccc(CNCCS(=O)(=O)NN2CCOCC2)cc1	14	-3	5.5	-8	-17	-8	·	1	6.2	-4	20

Screening results: PubChem BioAssay, several laboratories
